Assay outcomes as filed in PubChem BioAssay.
Lipid storage S3: qHTS Assay for Lipid Storage Modulators in Drosophila S3 Cells; Drosophila S3 cells, BODIPY lipid droplet fluorescence, 18-24 h; cells fed with added oleic acid; Potency in µM for hits, for the others lipid storage change, negative = inhibition, % at the top dose, mostly 46.1 µM; 320,000 tested, 0.64% active; AID 2685, 2010; active = well fitted inhibition curve with a large enough effect in the signal ratio, with a control signal flat, not every such curve was filed as active; inconclusive = small, poorly fitted or top-dose-only effect, or effect the other way, or a change in a side signal; the % refers to the signal ratio
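Drosophila S3 cells got compounds at several concentrations plus oleic acid (400 uM solution). Laser-scanning cytometry with 488 nm excitation read lipid droplets at 500-530 nm and cells at 575-640 nm. Percent activity was relative to 20 uM Triacsin C.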
Lipid storage S3 cell count max: second read-out of Lipid storage S3, no call of its own (marks repeat the call); cell number change, %; measured here: cell count max response;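 cells counted by Cell Tracker Red CMTPX staining in the red channel; peak over a dose series mostly up to 46.1 µM; percent activity relative to internal control wells on each plate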
* hit, by the source's call; i = inactive; ? = inconclusive; nt = no result given; [ ] = another dose, or the depositor's remark. % is set by controls: 0 for no effect and ±100 for the full control effect; potency is the fitted concentration of half-maximal effect. This is a subset; the hit share may differ from the screen's.

Fields – Lipid storage S3 cell count max	Lipid storage S3
C=CCN(C(=O)Cn1nnc2ccccc21)C(C(=O)NCCOC)c1ccc(OC)cc1OC (stereo not given)
 : -19	-11%
CCOc1ccc(-n2c(-c3ccccc3)nnc2-c2ccccc2)cc1
 : nt	?
Cc1ccc(C2(C)NC(=O)N(CC(=O)N(Cc3ccccc3)C(C)(C)C)C2=O)cc1 (stereo not given)
 : nt	?
O=C(Nc1cc([N+](=O)[O-])ccc1N1CCOCC1)c1ccco1
 : nt	?
O=C(Nc1ccc2cn[nH]c2c1)c1ccccc1F
 : nt	?
CCOC(=O)C1CCN(C(=O)COc2ccc(S(=O)(=O)NC(C)C)cc2Cl)CC1
 : -3	-2%
CC1CC(C)CN(CCCNC(=O)c2ccc(CS(=O)(=O)Cc3ccccc3F)o2)C1 (stereo not given)
 : 0	1%
O=C1CCCC2=C1C(c1cccs1)Nc1ccccc1N2 (stereo not given)
 : 0	-4%
Cc1ccc2nc(C)cc(Nc3ccc4c(c3)OCCO4)c2c1
 : nt	?
CC(=O)Oc1cccc(C2C3=C(CC(C)(C)CC3=O)Nc3ccccc3N2C(C)=O)c1 (stereo not given)
 : nt	?
O=C1/C(=C/c2ccc3c(c2)OCO3)CCC/C1=C\c1ccc2c(c1)OCO2
 : nt	?
Cc1cc(C)cc(NC(=O)Nc2ccc(N3CCCCC3)cc2)c1
 : 4	-4%
O=c1cnn(Cc2c(Cl)cccc2Cl)c2ccccc12
 : nt	?
COc1ccccc1NC(CC(=O)c1ccccc1)C(=O)OCC(=O)c1ccc(F)cc1 (stereo not given)
 : -9	0%
CCOC(=O)C(NCc1ccco1)(NC(=O)c1ccccc1)C(F)(F)F (stereo not given)
 : nt	?
CC(C)Cc1nnc(NC(=O)c2ccc3c(c2)OCCO3)s1
 : -10	17%
CCOc1ccc(-c2cc(CCCC(=O)NCCCOC)no2)cc1
 : nt	?
Cc1ccccc1NCN1C(=O)C2C3C=CC(C3)C2C1=O (stereo not given)
 : nt	?
Cc1ccc(CNC(=O)C2CCCN(c3nc4ccsc4c(=O)s3)C2)cc1 (stereo not given)
 : 5	0%[9.22 µM]
CC(C)CCNC(=O)C1CC(=O)N(CCc2ccccc2)C1 (stereo not given)
 : nt	?
CN1CCC(N(C)S(=O)(=O)c2ccc(NC(=O)COc3ccc(Br)cc3Cl)cc2)CC1
 : -21	i
Cc1nc(N)sc1C(=O)N/N=C/c1c[nH]c2ccccc12
 : nt	?
CCOC(=O)c1ccccc1NC(=O)c1cc(S(=O)(=O)N2CCOCC2)ccc1F
 : nt	?
CC(=O)C1=C(O)C(=O)N(c2ccc(O)cc2)C1c1ccccc1[N+](=O)[O-] (stereo not given)
 : 2	9%
O=C(COC(=O)c1cc(-c2ccccc2)nc2ccccc12)NCC1CCCO1 (stereo not given)
 : nt	?
C/C=C(/C)C(=O)Nc1cccc(C2=NOC3(C2)C[C@H](C(N)=O)N(C(=O)COc2ccc(Cl)cc2)C3)c1 (stereo not given in full)
 : 0	9%
CCOC(=O)C1CCN(C(=O)COc2ccc(S(=O)(=O)N3CCOCC3)cc2C)CC1
 : nt	?
N#C/C(=C\c1c(F)cccc1Cl)S(=O)(=O)c1ccccn1
 : nt	?
Cc1cc(C)nc(NN=C(c2ccccc2)c2ccccc2)n1
 : nt	?
COc1ccc(S(=O)(=O)N2CCOCC2)cc1NC(=O)c1ccccc1C
 : nt	?

Later entries
Fields – Lipid storage S3 cell count max	Lipid storage S3
Cc1cccc(OCC(=O)Nc2ccc3c(c2)nc(CN2CCCCC2)n3C)c1
 : nt	24%
O=C(Nc1ccccc1Cl)C1CCCN(S(=O)(=O)c2ccc(F)cc2)C1 (stereo not given)
 : nt	?
CCN(CC)CCNC(=S)Nc1ccc2nc(N3CCOCC3)cc(C)c2c1
 : -2	6%
Cc1cc2cc(CN3C(=O)c4ccccc4C3=O)ccc2[nH]1
 : 15	15%
COc1ccccc1CCN1CCCC(CN(C)C(=O)CCC(N)=O)C1 (stereo not given)
 : 20	2%
C=C(C)C(=O)OCC(C)C
 : nt	?
O=C(N/N=C/c1cccs1)[C@H]1C[C@@H]1c1ccccc1
 : 6	10%
CC(C)N(CCNCc1nnc(-c2ccccc2)o1)C(C)C
 : nt	?
CC(C)(C)c1ccc(C(=O)NC(=S)Nc2ccc(N3CCOCC3)cc2)cc1
 : 13	22%
C[C@H](NC(=O)[C@@H]1CSC2c3ccccc3C(=O)N21)C(=O)NCCc1ccc(F)cc1 (stereo not given in full)
 : nt	?
CCOc1ccc(NC(=O)CN(C)C(=O)CC2CC3CCC2C3)cc1OCC (stereo not given)
 : -2	-10%
Cc1cc(NC(=O)CSc2nnc3ccc(-c4ccc(F)cc4)nn23)no1
 : 6	11%[0.0737 µM]
Cc1cc(C(F)(F)F)nc(Nc2nc(C)c3ccccc3n2)n1
 : 11	i
N#CCSc1nc2ccccc2c2nc3ccccc3n12
 : nt	?
CC1Cc2ccccc2N1S(=O)(=O)c1cnc[nH]1 (stereo not given)
 : -3	23%
Cc1nn(C(CC(=O)O)C(=O)O)c(C)c1Br (stereo not given)
 : 10	2%
O=C(Nc1cccc(-c2ccc(N3CCOCC3)nn2)c1)c1ccc(F)cc1F
 : nt	11%[0.0737 µM]
C=C(C)C(=O)Nc1nnc(-c2ccccc2C)s1
 : -9	-11%
COc1ccccc1NC(=O)Nc1ccncc1
 : nt	?
O=C(CN1CCC(O)(c2cccc(C(F)(F)F)c2)CC1)NCCc1ccccc1
 : nt	?
COc1cc(OC)c2c(-c3ccccc3)cc(=O)oc2c1C(CCN1CCCC(C)C1)c1ccc2c(c1)OCO2 (stereo not given)
 : 0	4%
COCCN1C(=O)/C(=C/c2ccc(N3CCCC3)cc2)SC1=S
 : nt	?
COCCn1c(=S)[nH]c2ccccc21
 : nt	?
COc1ccc(OC)c(C2=NS(=O)(=O)N(C)C(C(=O)NCc3ccco3)=C2)c1
 : nt	?
CCN1CCN(C(=O)CSc2nc(N)cc(N)n2)CC1
 : 2	4%
CSc1ccccc1NC(=O)CCc1ccccc1
 : nt	?
CCc1nnc(SCC(=O)Nc2nnc(C)s2)n1CC1CCCO1 (stereo not given)
 : nt	?
NC(=O)C1(N2CCCCC2)CCN(C(=O)c2ccccc2)CC1
 : nt	?
CC(=O)Nc1ccc(NC(=O)c2ccc(S(=O)(=O)N(C)c3ccccc3)cc2)cc1
 : -16	18%
COc1ccccc1-c1nnc(C2CCN(S(=O)(=O)c3cccc([N+](=O)[O-])c3)CC2)o1
 : -8	27%

A portion from further up, for reference:
Fields – Lipid storage S3 cell count max	Lipid storage S3
Cc1cccc(OCC(=O)Nc2ccc3c(c2)nc(CN2CCCCC2)n3C)c1
 : nt	24%
O=C(Nc1ccccc1Cl)C1CCCN(S(=O)(=O)c2ccc(F)cc2)C1 (stereo not given)
 : nt	?

Filtered by structure, the compounds so far containing a thiophene ring, fused or not (3)
Fields – Lipid storage S3 cell count max	Lipid storage S3
O=C1CCCC2=C1C(c1cccs1)Nc1ccccc1N2 (stereo not given)
 : 0	-4%
Cc1ccc(CNC(=O)C2CCCN(c3nc4ccsc4c(=O)s3)C2)cc1 (stereo not given)
 : 5	0%[9.22 µM]
O=C(N/N=C/c1cccs1)[C@H]1C[C@@H]1c1ccccc1
 : 6	10%

(cont.)
Fields – Lipid storage S3 cell count max	Lipid storage S3
COc1ccccc1/C=N/NC(=O)C(=O)NCc1cccnc1
 : -2	17%
COc1cccc(NC(=O)C2CCN(C(=O)NC3CCCCC3)CC2)c1
 : 16	-2%
O=C(Nc1ccccc1)C(Cl)C(=O)c1ccccc1 (stereo not given)
 : nt	?
COc1cccc(C2NC(=O)NC(C)=C2C(=O)Nc2ccc(C)cc2)c1OC (stereo not given)
 : 2	18%
CC1CN(C(=O)C2(C)CC2(Br)Br)CC(C)O1 (stereo not given)
 : nt	?
CCOC(=O)c1cc(-c2ccc(F)cc2)n(CC(=O)NC(C)CC)c1C (stereo not given)
 : 2	-12%
CC/C(=N\NC(=O)CCC(=O)NCc1ccccc1)c1ccc(O)cc1
 : nt	?
CC(=O)N1CCc2cc(S(=O)(=O)NC(Cc3ccccc3)C(=O)NC3CCCCCC3)ccc21 (stereo not given)
 : nt	?
CCCN(CCC)CCCOC(=O)c1ccc(Cl)cc1Cl
 : nt	?
CCOc1ccc(-c2csc(NNC3=NCCCCC3)n2)cc1
 : nt	?
Cc1c(C(C)(C)C)sc(=NC(=O)c2ccccc2O)n1C
 : 21	i
COc1ccc(NC(=O)CSc2n[nH]c(N)n2)c([N+](=O)[O-])c1
 : nt	?
CCCCc1nnc(NC(=O)CN(C)S(=O)(=O)c2ccc(C)cc2)s1
 : 5	10%
CCCCCC(=O)N1CC2(CC(c3cccc(NC(=O)COc4ccc(Cl)cc4)c3)=NO2)C[C@@H]1C(N)=O (stereo not given in full)
 : -9	-5%
Cc1ccc(C(=O)Cc2nnc(C)s2)cc1
 : 18	-3%
COc1cccc(Cn2cccc(NC(=O)NC3CCCCC3)c2=O)c1
 : nt	?
COc1ccc(-c2cn(-c3cccc(C)c3)c(=O)[nH]2)cc1OC
 : 3	22%
COc1ccc(NC(=O)c2ccc(C(=O)Nc3ccc(OC)cc3OC)cc2)c(OC)c1
 : 1	-1%
CCCCONc1ncnc2nonc12
 : 9	2%
CC(=O)NC(=S)Nc1cccc2c(C)cc(C)nc12
 : -8	-1%
Cc1cc(O)c(C2(C(F)(F)F)NCCNC2=O)cc1C (stereo not given)
 : nt	?
COc1cc(OC)cc(C(=O)NNC(=O)CNC(=O)c2ccc(Br)o2)c1
 : nt	?
CC1(C)Oc2ccc3ccc(=O)oc3c2C(/C=N/O)=C1Cl
 : 3	16%
Cc1c2c(n3c(nc4ccccc43)c1C#N)N(CCCN(C)C)CC2
 : nt	?
Cc1ccc(S(=O)(=O)CCC(=O)OCc2ccccc2)cc1
 : nt	?
CCOC(=O)C1(CC/C(C)=N\NC(N)=O)CC(C)(C)OC1=O (stereo not given)
 : nt	?
NC(=O)c1ccc(N2CCCCCC2)c([N+](=O)[O-])c1
 : nt	?
O=C1Nc2ccc([N+](=O)[O-])cc2OC1CCN1CCOCC1 (stereo not given)
 : -9	-22%
Cc1[nH][nH]c(=O)c1N=Nc1ccc(F)cc1
 : -8	22%
COc1ccc(Cl)cc1NC(=O)CN(C)C(=O)c1ccc2c(c1)OCCO2
 : nt	?

Laid out differently: entries from further up.
Lipid storage S3 cell count max,Lipid storage S3,smiles
nt,?,COCCn1c(=S)[nH]c2ccccc21
nt,?,COc1ccc(OC)c(C2=NS(=O)(=O)N(C)C(C(=O)NCc3ccco3)=C2)c1

(more compounds)
Fields – Lipid storage S3 cell count max	Lipid storage S3
CC(C)(NC(=O)c1ccccc1)c1nc2ccccc2s1
 : nt	?
O=C(COC(=O)CCC(=O)c1cccs1)Nc1cc(S(=O)(=O)N2CCOCC2)ccc1Cl
 : 18	i
Cc1nnc(SCC(=O)N(C)C2CCCCC2)n1C
 : 11	-22%
CCC(=O)Nc1c2c(nn1-c1cccc(Cl)c1)CSC2
 : nt	?
Cc1cccc(NCc2nc3ccccc3n2C)c1
 : nt	?
Cc1ccc(CNC(=O)Cc2ccc(-n3cccc3)cc2)cc1
 : nt	?
CCOC(=O)C1CCN(C(=O)c2cccc(S(=O)(=O)Nc3ccc(C)cc3C)c2)CC1
 : nt	?
COc1ccc2[nH]c3c(NCCC4=CCCCC4)ncnc3c2c1
 : nt	?
S=C(NCCNC(=S)Nc1ccccc1Cl)Nc1ccccc1Cl
 : nt	?
CCOC(=O)c1cnn(-c2ncnc3sc4c(c23)CCC4)c1N
 : -17	16%
O=C(Cn1cnc2cc([N+](=O)[O-])ccc2c1=O)Nc1ccc2c(c1)CCC2
 : nt	?
Cc1nn(-c2ccccc2)c2c1c(C)c(CCC(=O)N1CCOCC1)c(=O)n2C
 : nt	?
COc1ccc(C(=O)OCC2CC(c3ccccc3)=NO2)cc1OC (stereo not given)
 : nt	?
Cc1cccc(C)c1NC(=O)C1C2C=CC(C2)C1C(=O)O (stereo not given)
 : 8	2%
O=C(Nc1ccc(F)c(Cl)c1)C1CCCN(C2=NS(=O)(=O)c3ccccc32)C1 (stereo not given)
 : nt	?
Cc1nc(C)c(-c2ccc(SCc3ccc([N+](=O)[O-])cc3)nn2)s1
 : 5	3%
CCc1cc(Cn2nc(-c3ccccc3)cc2C(=O)NCc2ccccc2OC)on1
 : -3	1%
Cc1ccc2nc(COc3ccc(N(C)S(=O)(=O)c4ccccc4)cc3)cc(=O)n2c1
 : nt	?
COc1ccc(S(=O)(=O)CCc2nnc(NC(=O)c3ccc(F)cc3)s2)cc1
 : nt	?
Cc1ccc(C(=O)OC(C)C(=O)Nc2ccc(Cl)cn2)s1 (stereo not given)
 : nt	?
COC(=O)C1=C(CS(=O)(=O)c2ccccc2)NC(=O)NC1c1ccc(O)cc1 (stereo not given)
 : nt	?
O=C(NC1CCCC1)c1csc2c1CCCC2
 : 3	18%
COc1ccccc1-c1nnc(SCC(=O)Nc2ccccc2)o1
 : nt	?
Cc1ccc(S(=O)(=O)N2CCN(C(=O)COC(=O)CCOc3ccccc3)CC2)c(C)c1
 : nt	?
Cc1noc(C)c1S(=O)(=O)N1CCN(C(c2ccccc2)c2ccc(Cl)cc2)CC1 (stereo not given)
 : nt	?
Cc1noc(NS(=O)(=O)c2ccc(NC(=O)CSc3nc4ccccc4[nH]3)cc2)c1C
 : nt	?
CCOc1ccc(N/C(N)=N/c2nc(C)c(C)c(=O)[nH]2)cc1
 : nt	i
